Screening results as filed in PubChem BioAssay.
IL-2 act: activates IL-2 in a cell-based reporter assay | 360,000 compounds, 0.065% hits | IL-2 activation reporter assay, cell-based qHTS; stimulated with anti-CD3/CD4/CD28 beads; in transgenic mouse T cells | activation, % (series mostly up to about 46 µM); in the data active = activation above about 50%; inconclusive = mostly about 30% to 49%; also: 0% is about no effect
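Readout: EGFP and DsRed signals by fluorescent plate cytometry. Unstimulated transgenic mouse T cells received compound 60 min before antibody-bead stimulation, then incubated 18 h at 37 degrees C.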
EPAC1 antagonist: EPAC1 (human) antagonism; O95398; EPAC1 GEF assay, Rap1b-BODIPY-GDP exchange fluorescence; Potency, µM (titrated, usually from 115 µM), inactives show at the top dose activity change, negative = inhibition, hits mostly inhibitors; 360,000 compounds, 0.14% hits; AID 720709;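 also: potency is read from the fitted curve at half-maximal effect; plate controls were vehicle for no effect and positive control for full effect; nearly all actives have a fitted effect of over 50% in size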
PLK1 PBD block: blocks phosphopeptide binding to human PLK1 polo-box domain; P53350; Plk1 PBD binding of FITC phosphopeptide, fluorescence polarization; Potency, µM, for inactives: max response, negative = inhibition, actives largely listed as inhibitors; 360,000 compounds, 2.8% hits; AID 720504; also: potency is read from the fitted curve at half-maximal effect; series mostly up to about 57 µM; % is scaled to controls: 0 for no effect and ±100 for the full control effect; nearly all actives have a fitted effect of over 65% in size
GLP-1R agonist: activates the human GLP-1 receptor; P43220; HEK293 GLP-1R CRE-luciferase, luminescence, 4-6 h; cells express a hypersensitive GLP-1R form; Potency, µM (doses to about 45.6 µM), inactives show top-dose activation, hits mostly activators; 380,000 compounds, 0.007% hits; also: potency is read from the fitted curve at half-maximal effect; % of control where 0% means no effect
Target sequence (P43220 whole entry, looked up): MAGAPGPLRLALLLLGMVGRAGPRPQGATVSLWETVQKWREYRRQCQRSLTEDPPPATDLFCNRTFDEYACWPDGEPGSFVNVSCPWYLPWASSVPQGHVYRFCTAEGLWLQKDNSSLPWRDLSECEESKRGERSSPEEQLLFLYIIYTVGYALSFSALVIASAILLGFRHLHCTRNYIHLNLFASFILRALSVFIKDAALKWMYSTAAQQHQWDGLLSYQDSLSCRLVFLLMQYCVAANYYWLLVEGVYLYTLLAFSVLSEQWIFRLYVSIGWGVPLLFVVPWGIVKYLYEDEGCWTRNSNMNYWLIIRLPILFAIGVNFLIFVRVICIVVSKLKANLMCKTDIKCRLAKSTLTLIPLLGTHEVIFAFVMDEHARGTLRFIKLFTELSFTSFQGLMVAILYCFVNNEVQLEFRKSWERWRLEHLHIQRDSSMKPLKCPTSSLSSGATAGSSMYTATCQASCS
EPAC1 agonist: EPAC1 (human) agonism | O95398 | EPAC1 agonist qHTS, biochemical assay; response scale: 100% = response to 6.5 mM cAMP | Potency, µM (series often up to 154 µM), for the others: at the top dose activation, actives largely listed as activators | 360,000 compounds, 0.073% hits | AID 720707; also: potency is read from the fitted curve at half-maximal effect; nearly all actives have a fitted effect of over 60% in size
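Compounds were pinned as a concentration titration into mixtures of EPAC1 (100 nM), BODIPY-GDP-loaded Rap1B (250 nM) and GDP (50 uM). After 5 min at room temperature, fluorescence was followed for 30 min; activity was scaled to 6.5 mM cAMP.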
GLP-1R inv ag: GLP-1 receptor (human) inverse agonism; Potency, µM (top dose mostly 38.3 µM), for the others: top-dose activity change, negative = inhibition, usual class: inhibitors; 410,000 compounds, 1.6% hits; HEK293 GLP-1R CRE-luciferase, luminescence, 24 h; GLP-1R form is constitutively active; AID 624417; also: potency is read from the fitted curve at half-maximal effect; % is scaled to controls: 0 for no effect and ±100 for the full control effect; nearly all actives have a fitted effect of over 55% in size
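Stable HEK293 clone (constitutively active GLP-1R + cAMP-response luciferase); 200 cells/uL plated, 12 h pre-culture, compound 24 hr, 37 deg C/5% CO2; detection reagent 12 min RT; luminescence.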
PI5P4K alpha inh: PI5P4K alpha (human) kinase inhibition. PI5P4Kalpha enzyme, ADP-Glo luminescence, 60 min; hits give low values. max response, %. 330,000 compounds, 1.2% hits. AID 652105; active = max response of -50% or lower; inconclusive = between -30% and -50%; inactive = -30% or higher; also: value at the top dose of about 77 µM; % is scaled to controls: 0 for no effect and ±100 for the full control effect
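Controls without substrate or without enzyme flank wells where PI5P4Kalpha converts substrate using 5 microM ATP (final). Incubation lasts 60 minutes at room temperature; ADP formed is read by ADP-Glo luminescence.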
HEK293 tox: cytotoxicity in counter-screen for GLP-1R inverse agonists. HEK293 cAMP-luciferase reporter cells, luminescence, 24 h. Potency, µM (titrated, usually from 38.3 µM), for inactives: top-dose activity change, negative = inhibition, hits mostly inhibitors. 410,000 compounds, 0.13% hits;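 also: loss of luciferase light is scored as toxicity; potency is read from the fitted curve at half-maximal effect; % is scaled to controls: 0 for no effect and ±100 for the full control effect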
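Quantitative HTS format, 1536 wells, 200 cells/uL seeded. Compounds: 23 nL, 24 h, 37 °C. Detection: luciferase reagent, luminescence at 12 min RT; decreased signal taken as cytotoxic.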
PTHR1 ag: agonists of human PTHR1 parathyroid hormone receptor. Q03431. HEK293 GP2 PTHR1 cells, GloSensor cAMP luminescence, 1 h. Potency, µM (doses to about 115 µM), for inactives: top-dose activation, usual class: activators. 410,000 compounds, 0.075% hits. AID 743266; also: potency is read from the fitted curve at half-maximal effect; nearly all actives have a fitted effect of over 55% in size; some results filed as inactive show a strong effect at the top dose; inactives centre near -15; many of its hits are not listed in these tables
Target sequence (Q03431 whole entry, looked up): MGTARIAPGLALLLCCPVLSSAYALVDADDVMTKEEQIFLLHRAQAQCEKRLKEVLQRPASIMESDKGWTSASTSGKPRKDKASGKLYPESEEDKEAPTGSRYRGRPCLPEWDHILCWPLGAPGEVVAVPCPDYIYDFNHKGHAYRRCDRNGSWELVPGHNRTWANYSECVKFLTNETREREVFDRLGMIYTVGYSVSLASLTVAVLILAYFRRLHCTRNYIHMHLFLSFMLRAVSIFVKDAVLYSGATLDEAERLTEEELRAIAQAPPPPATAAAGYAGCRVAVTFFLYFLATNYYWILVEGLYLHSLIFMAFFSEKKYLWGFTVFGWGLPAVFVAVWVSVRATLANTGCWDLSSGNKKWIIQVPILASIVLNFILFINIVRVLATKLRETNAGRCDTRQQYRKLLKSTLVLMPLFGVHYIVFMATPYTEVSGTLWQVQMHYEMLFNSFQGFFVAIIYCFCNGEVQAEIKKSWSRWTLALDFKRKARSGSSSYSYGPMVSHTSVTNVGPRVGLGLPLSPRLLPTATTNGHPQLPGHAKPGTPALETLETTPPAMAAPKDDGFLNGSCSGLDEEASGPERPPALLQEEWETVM
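HEK-293-derived GP2 cells expressing PTHR1 and a GloSensor cAMP reporter, 3,000/well, plated overnight, given luciferin plus IBMX (each 0.5 mM as added) for 1 h at 37 °C, then compound for 1 h at 37 °C. Luminescence was read after 15 min at room temperature.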
An asterisk follows results filed as active; i = inactive; ? = inconclusive; / = no result given; [ ] = another dose, or the depositor's remark. Unless noted, calls follow the shape of the dose curve; as a rule, active = well fitted curve in the direction sought with a large enough effect; inconclusive = small, poorly fitted or top-dose-only effect, or another doubt; inactive = no such curve, though single readings can be large; an effect the other way counts as inactive or inconclusive. A portion of the library; rates above refer to the full screens.

SMILES | IL-2 act | EPAC1 antagonist | PLK1 PBD block | GLP-1R agonist | EPAC1 agonist | GLP-1R inv ag | PI5P4K alpha inh | HEK293 tox | PTHR1 ag
CCN(CC)c1ccc(N=Nc2ncn[nH]2)cc1 | 0.3 | -11% | 9% | 7% | -11% | 8% | -4 | ? | i
CC(=O)N1c2ccc(S(=O)(=O)N3CCN(c4cccc(Cl)c4)CC3)cc2CC1C (stereo not given) | / | / | / | -1% | / | 7% | / | 7% | -19%
N#Cc1c2n(c3c(=O)n(CC(=O)c4ccc([N+](=O)[O-])cc4)cnc13)CCCCC2 | 0.2 | -11% | -3% | -13% | -1% | ? | -2 | -8% | i
CCSc1nc2cc(OC)c(OC)cc2c(=O)n1CC | -0.5 | -12% | -14% | ? | -1% | -5% | 2 | -6% | 0%[57.5 µM]
COc1ccccc1C(=O)N1CCN(S(=O)(=O)Cc2ccccc2)CC1 | 0.7 | 10% | 0% | -11% | -3% | 1% | -1 | -5% | i
O=C(NC(=S)NCc1ccco1)c1ccc([N+](=O)[O-])cc1 | 0.3 | -19% | -2% | 15% | -3% | 8% | 4 | -29% | -15%
CCCCC(=O)N/N=C(\C)CC(=O)Nc1cc(Cl)ccc1OC | -0.9 | 5% | 0% | -8% | 12% | ? | 2 | -21% | i
O=C(NNC(=S)NC(=O)c1cccnc1)c1ccc(Cl)cc1 | -3.6 | 5% | -27% | -6% | -2% | -8% | / | 1% | -5%
CCOc1ccc(N(CC(=O)NC2CCCC(C)C2C)S(=O)(=O)c2c(C)noc2C)cc1 (stereo not given) | -1.8 | -10% | 14% | -7% | 2% | ? | 2 | 8% | i
Cc1ccc(C2CC(=O)N3CN(c4ccc(Br)cc4)CSC3=C2C#N)o1 (stereo not given) | -1.4 | -4% | -13% | -3% | 14% | -4% | / | 7% | i
CCN1CCN(CCNC(=O)c2ccc(/C=C3/Sc4ccccc4N(Cc4cccc(C)c4)C3=O)cc2)CC1 | -4.4 | -28% | 2% | -1% | 2% | ? | -4 | -5% | -21%
CCOC(=O)N1CCC(N(C(=O)Nc2cccc(OC)c2)C(C)CC)CC1 (stereo not given) | -2.1 | 0% | -9% | -7% | 6% | -18% | / | -2% | -3%[57.5 µM]
COc1ccc(C(=O)Oc2cccc(/C=N/NC(N)=S)c2)cc1 | -3.1 | -6% | -9% | 15% | 8% | ? | -3 | ? | -78%[inhibitor]
C=CCOc1ccc(Cl)cc1-c1noc(-c2csc([C@H]3C[C@H](O)[C@@H](CO)O3)n2)n1 | 0.2 | -16% | -3% | ? | -10% | 17% | -3 | 5% | i
O=C(CN1CCOc2ccccc21)N1CCC(Cc2ccccc2)CC1 | -3.3 | -14% | -11% | 6% | 14% | ? | -4 | -14% | -51%[inhibitor]
CC(C)CNC(=O)c1ccccc1NC(=O)CN(c1ccc2c(c1)OCCO2)S(C)(=O)=O | -0.5 | -2% | 2% | 7% | 5% | 32%[activator] | / | ? | ?
COCCn1c(C)cc(/C=C(\C#N)C(=O)OCC(=O)N(C)c2c(N)n(Cc3ccccc3)c(=O)[nH]c2=O)c1C | -3.1 | 10% | -7% | -4% | -4% | 7% | -5 | 6% | -13%
CC(=O)Nc1ccc(OCc2cn(CC(=O)c3ccc(O)cc3)nn2)cc1 | 1.6 | -17% | -21% | -1% | -16% | 19% | -20 | 5% | -14%
Cc1cc2c(c(=O)o1)C(CC(C)C)C(C#N)=C(N)O2 (stereo not given) | 0.3 | 0% | -3% | -8% | 8% | 3% | 5 | -20% | i
CCOc1cc(OCC)cc(C(=O)NCc2ccco2)c1 | -1.0 | -17% | ? | 3% | 1% | -61% | 5 | 1% | i

Only PLK1 PBD block, IL-2 act and GLP-1R inv ag, for some of the entries so far:
compound | PLK1 PBD block | IL-2 act | GLP-1R inv ag
O=C(CN1CCOc2ccccc21)N1CCC(Cc2ccccc2)CC1 | -11% | -3.3 | ?
CC(C)CNC(=O)c1ccccc1NC(=O)CN(c1ccc2c(c1)OCCO2)S(C)(=O)=O | 2% | -0.5 | 32%[activator]
COCCn1c(C)cc(/C=C(\C#N)C(=O)OCC(=O)N(C)c2c(N)n(Cc3ccccc3)c(=O)[nH]c2=O)c1C | -7% | -3.1 | 7%

(next part)
SMILES | IL-2 act | EPAC1 antagonist | PLK1 PBD block | GLP-1R agonist | EPAC1 agonist | GLP-1R inv ag | PI5P4K alpha inh | HEK293 tox | PTHR1 ag
COc1cc(OC)cc(-c2c(-c3ccc(F)cc3)c3cc(Br)ccc3n2C)c1 | -0.1 | -3% | 1% | -3% | 11% | 7.9µM* | 18 | -21% | -3%
Cc1ccc(S(=O)(=O)N2CCCCC2)cc1C(=O)N1CCN(c2ccccn2)CC1 | 2.3 | 9% | -4% | -10% | 2% | -21% | -6 | 0% | -6%
O=C(C1CCN(CC2CC=CCC2)CC1)N(CCc1ccccc1)Cc1ccccc1 (stereo not given) | -2.8 | 0% | 3% | 1% | -7% | ? | -6 | -35% | i
O=C(NCC1CCNCC1)c1ccncc1 | -0.3 | 0% | 0% | -2% | 11% | 2% | 2 | -6% | -15%[57.5 µM]
COc1ccc(C)cc1S(=O)(=O)Nc1ccc2c(c1)OCCO2 | 3.3 | -3% | 6% | -2% | 10% | ? | 5 | -16% | -23%
COc1ccc(-c2nc(CS(=O)CC(=O)NCCCN3CCOCC3)c(C)o2)cc1OC (stereo not given) | 0.1 | -11% | -14% | 0% | 7% | 17% | 5 | 7% | -15%
COc1ccc(C)cc1-n1nnnc1SCc1cc(=O)n2cc(C)ccc2n1 | 2.2 | -4% | -6% | -8% | 6% | 2% | -4 | 6% | -64%[57.5 µM]
COc1cccc(S(=O)(=O)Nc2ccc(C(=O)N3CCOCC3)cc2)c1 | -2.5 | 4% | -6% | -12% | -1% | 2% | / | -9% | i
O=C(C/C=N\OCc1ccc([N+](=O)[O-])cc1)Nc1ccc(Cl)cc1 | 9.9 | -2% | -25% | 8% | 5% | ? | -18 | 5% | -15%
CCCSc1nn2c(=O)c3ccccc3nc2s1 | -0.9 | -2% | -7% | ? | 1% | ? | 9 | -1% | -17%[57.5 µM]
C=CCC1(CC=C)CCCN1Cc1nc(COc2ccccc2)no1 | -1.3 | -1% | 1% | 8% | -7% | ? | 2 | 2% | i
Cc1cc(C)nc(NS(=O)(=O)c2ccc(NC(=O)CSc3nc(-c4ccccc4)c(C#N)c(=O)[nH]3)cc2)n1 | -3.2 | 13% | -8% | -7% | -10% | -7% | ? | 0% | i
COc1ccc(NC(=O)C2CC2)cc1OC1CCCC1 | 17 | -25% | 4% | 12% | -2% | 42%[activator] | -5 | 11% | i
COc1cccc(NC(=O)NCCCCc2ccccc2)c1 | -2.8 | -11% | -3% | 0% | -8% | ? | -3 | 1% | -53%[inhibitor]
C[C@H]1CN([C@@H](C)CO)C(=O)CCCn2nncc2CO[C@H]1CN(C)C(=O)c1ccncc1 | 2.0 | -16% | 5% | 11% | 3% | 3% | -5 | -10% | -26%
C=CCOC(=O)C1=C[C@@H](c2csc3ccccc23)C[C@@H](OCc2ccc(CO)cc2)O1 | -4.3 | -26% | -4% | -4% | 4% | ? | -7 | -27% | -46%[inhibitor]
COCCC(=O)N(Cc1ccc2c(c1)OCO2)C(C(=O)NC1CCCCC1)c1ccncc1 (stereo not given) | -0.3 | -4% | -3% | -3% | -3% | -1% | 1 | -16% | i
O=C(CCNC(=O)c1ccccc1)Nc1ccc(F)c(Cl)c1 | -0.8 | 8% | 2% | 11% | -13% | 14% | 0 | 0% | i
Cc1ccc(S(=O)(=O)N2CC(=O)Nc3ccccc32)cc1 | 2.6 | 2% | 2% | -2% | 9% | 43%[activator] | / | -2% | i
Nc1nonc1-n1nnc(C(=O)N/N=C/c2ccc(OCc3ccccc3)cc2)c1CNc1ccccc1 | -3.6 | 19% | -10% | -7% | 5% | 14% | 7 | -35% | -1%
CSCCC(NS(=O)(=O)c1ccc2c(c1)c(=O)n(C)c(=O)n2C)C(=O)NC1CCN(Cc2ccccc2)CC1 (stereo not given) | -1.9 | 29% | -1% | 0% | 2% | -16% | 3 | 8% | -10%
COc1ccc(S(=O)(=O)NC(=O)C2(C)CCN2C(=O)CC2CCCC2)cc1 (stereo not given) | 0.2 | 2% | 2% | -8% | 0% | 5% | -5 | 7% | i
COc1cccc(C(=O)NCCC(=O)NCc2cc(=O)n(C)c(=O)n2C)c1 | 2.2 | -1% | -3% | 2% | 4% | 6% | 0 | -4% | i
CCN1CCC(NC(=O)c2cc(OC)c(OC)cc2OC)CC1 | -0.3 | 4% | 0% | 1% | 1% | 0% | / | 9% | 7%[57.5 µM]
Cn1c(=O)c2c(nc(N3CCOCC3)n2Cc2c(F)cccc2Cl)n(C)c1=O | -1.1 | 17% | 0% | -6% | -2% | 5% | / | -9% | i
CCN(CC(=O)Nc1c(F)cccc1F)C(=O)CCCc1c[nH]c2ccccc12 | -0.6 | 16% | -18% | -3% | -2% | 4% | -2 | 3% | i
CC(C)[C@H](NC(=O)c1cccc(S(=O)(=O)N2CCCC2)c1)c1nc2ccccc2[nH]1 | 0.0 | 2% | -2% | 2% | 2% | 7% | -4 | 11% | -15%[57.5 µM]
CCN1/C(=C(\O)c2ccccc2)C(=O)c2ccccc2S1(=O)=O | -0.2 | 4% | -2% | -14% | 3% | -27% | 2 | -20% | -16%
CC(C)(C)NC(=O)CSc1nc2ccccc2c(=O)[nH]1 | -2.9 | -14% | 2% | 3% | -7% | 28% | 2 | -15% | i
CCOc1ccccc1C(=O)Nc1nccs1 | 1.9 | -22% | -2% | 1% | 0% | 11% | -1 | -5% | i
c1ccc2c(c1)c1ccccc1n1c(-c3ccc4c(c3)OCO4)nnc21 | 0.3 | -2% | 3% | -2% | 3% | 7% | -15 | 24% | -11%
Cc1cc2c(cc1C)N(C(=O)CCl)CCN2C(=O)CCl | 3.7 | -9% | ? | -16% | -11% | ? | -7 | -25% | -40%[inhibitor]
Cc1cccc(N2C(=O)CN(Cc3cccs3)C2=S)c1 | -0.4 | -8% | 2% | -1% | 0% | ? | 24 | 0%[7.66 µM] | -1%
